Sm TGR inh = blocks Schistosoma mansoni thioredoxin glutathione reductase. AID 485364. actives 3% (n = 360,000). Potency, µM (top dose mostly 114 µM), without a hit: at the top dose activity change, negative = inhibition, actives largely listed as inhibitors. purified TGR, DTNB reduction, TNB absorbance 405 nm; note: potency is the fitted concentration of half-maximal effect; nearly all actives have a fitted effect of over 60% in size
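First, TGR (20 nM dispensed) and NADPH were mixed with compound. Second, a 15 min room-temperature incubation followed. Third, further NADPH and then DTNB were added to start the reaction. Finally, TNB absorbance was monitored kinetically.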
AmpC inh detg = inhibitors of E. coli AmpC beta-lactamase with detergent | Potency, µM (highest dose often 114 µM), for the others: at the top dose activity change, negative = inhibition, most hits filed as inhibitors | AID 485294 | actives 0.041% (n = 370,000) | AmpC hydrolysis of nitrocefin, absorbance 480 nm, 0.01% Triton | P00811;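 note: potency is the fitted concentration of half-maximal effect; 0% = no-compound wells and -100% = no-enzyme wells; nearly all actives have a fitted effect of over 25% in size; some results filed as inactive show a strong effect at the top dose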
Target sequence (P00811 whole entry, looked up): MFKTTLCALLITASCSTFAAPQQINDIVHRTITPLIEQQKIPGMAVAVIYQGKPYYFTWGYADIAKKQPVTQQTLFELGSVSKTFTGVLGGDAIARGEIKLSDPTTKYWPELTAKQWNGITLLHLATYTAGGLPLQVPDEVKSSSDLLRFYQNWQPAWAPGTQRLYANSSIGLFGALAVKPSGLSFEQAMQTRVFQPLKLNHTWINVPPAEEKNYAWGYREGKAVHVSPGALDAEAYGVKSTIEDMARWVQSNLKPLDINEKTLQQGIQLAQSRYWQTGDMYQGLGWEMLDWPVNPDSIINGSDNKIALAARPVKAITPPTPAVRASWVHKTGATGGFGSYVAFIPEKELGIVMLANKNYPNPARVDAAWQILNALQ
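AmpC (5.3 nM in the dispensed reagent) in 20 mM phosphate pH 7.0 with 0.01% (detergent screen) or 0.0001% Triton X-100 was preincubated with compounds for 15 min at room temperature. Nitrocefin was then added from an 800 uM solution, and hydrolysis was followed at 480 nm.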
HCMV antiviral = blocks human cytomegalovirus replication. HFF cells, HCMV-luciferase reporter, 72 h; stronger effect = lower value. activity change, negative = inhibition, % at 57.5 µM. actives 4.5% (n = 410,000); in the data active = activity change below about -60%; inconclusive = no clear call, values can overlap the other calls; inactive = above about -39%
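Luciferase read-out from HCMV-luciferase-infected HFFs (MOI 1 PFU/cell) 72 h post infection at 37C; compounds added after 16 h cell attachment; activity normalized between buffer-only basal and Salinomycin (10uM) inhibitor controls.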
AMA1 RON2 block = inhibitors of Plasmodium falciparum AMA1-RON2 interaction. AlphaScreen AMA1-biotinylated RON2 peptide binding. Potency, µM (titrated, usually from 58.2 µM), for the others: at the highest dose activity change, negative = inhibition, most hits filed as inhibitors. actives 0.2% (n = 360,000);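 note: potency is the fitted concentration of half-maximal effect; 0% = vehicle wells and -100% = peptide control; nearly all actives have a fitted effect of over 45% in size; some results filed as inactive show a strong effect at the top dose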
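AMA1 (3D7) with his tag at 25 nM final met compounds first, then biotinylated RON2 peptide at 25 nM; detection used donor plus acceptor beads, 10 µg/mL apiece, read by AlphaScreen after 30 min at room temperature.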
HCV inhibitor = HCV inhibition. Huh7.5.1 HCVcc-Cre infection, luciferase reporter, 44 h. Potency, µM (top dose mostly 41.8 µM), for the others: at the highest dose activity change, negative = inhibition, actives largely listed as inhibitors. actives 3.4% (n = 340,000); note: potency is the fitted concentration of half-maximal effect
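Compounds are dispensed onto cells plated 4 h earlier at 1,000 per well, with HCVcc-Cre virus (about 0.5 moi) added next. Following 44 h of culture, luminescent signal is measured for 15 sec after 15 min with substrate at room temperature.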
Giardia FBPA inh = inhibitors of Giardia lamblia fructose-1,6-bisphosphate aldolase | A8B2U2 | purified Giardia FBPA | Potency, µM (titrated, usually from 59.6 µM), for inactives: at the top dose activity, negative = inhibition, hits mostly inhibitors | actives 0.71% (n = 290,000); note: potency is the fitted concentration of half-maximal effect; nearly all actives have a fitted effect of over 55% in size
Target sequence (A8B2U2 whole entry, looked up): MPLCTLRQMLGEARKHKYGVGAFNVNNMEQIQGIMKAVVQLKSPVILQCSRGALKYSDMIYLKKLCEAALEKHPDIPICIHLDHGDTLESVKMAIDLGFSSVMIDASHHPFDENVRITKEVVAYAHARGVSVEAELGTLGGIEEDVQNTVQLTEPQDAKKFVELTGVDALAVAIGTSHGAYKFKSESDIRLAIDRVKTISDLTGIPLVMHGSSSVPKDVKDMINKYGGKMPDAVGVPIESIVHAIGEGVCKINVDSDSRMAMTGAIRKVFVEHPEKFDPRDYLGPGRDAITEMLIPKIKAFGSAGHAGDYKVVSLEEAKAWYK
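40 nM FBPA preincubated 10 min at RT with compound (up to 57.5 uM final), then substrate plus GAPDH/TPI/NAD/arsenate coupling and diaphorase/resazurin added. Fluorescence read after 20 min at RT, 525/598 nm.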
Numbers without * were called inactive; u = inconclusive; x = no result given; & = joins results of further samples; [ ] = another dose, or the depositor's remark. Unless noted, calls come from the whole dose curve; as a rule, active = well fitted curve in the direction sought with a large enough effect; inconclusive = small, poorly fitted or top-dose-only effect, or another doubt; inactive = no such curve, though single readings can be large; an effect the other way counts as inactive or inconclusive. Unless noted, % is set by controls: 0 for no effect and ±100 for the full control effect.

SMILES	Sm TGR inh	AmpC inh detg	HCMV antiviral	AMA1 RON2 block	HCV inhibitor	Giardia FBPA inh
O=C(O)c1ccccc1C(=O)N1CC=C(c2ccccc2)CC1	35µM*	-6%	-30	-3%	u	-6%
COC/C=C/C1=CC2=CC(=O)C(C)(OC(=O)c3cnc4ccccc4n3)C(=O)C2=CN1CCCCO (configuration not stated)	33%	3%	-2	-22%	-1%[8.37 µM]	u
COC(=O)/C=C/c1ccccc1S(=O)(=O)N(Cc1ccccc1)Cc1ccco1	18µM*	11%	-9	-16%	u	-7%&-10%
Cc1cc(C)n(CCN(C)Cc2cn[nH]c2-c2ccc(F)cc2F)n1	13%	0%	37	-5%	14%	0%
C/C(=N\NC(=O)CN1CCOCC1)C(C)(C)C	7%	0%	12	48%[activator]	3%	3%
Cc1ccc(SCCN2CCN(CCc3ccccc3)CCC2=O)cc1	-2%	0%	17	-10%	2.2µM*	2%&3%
c1cc2nncn2nc1N1CCCC1	5%	u	-12	2%	11%	1%
O=c1c2cc([N+](=O)[O-])cc([N+](=O)[O-])c2[nH]n1-c1ccccc1	-11%	2%	-13	-28%	0%	-21%
COc1ccccc1C(=O)NC(=O)COC(=O)c1nccnc1N	x	x	29	0%	-5%	x
Cc1cccc(N/C(N)=N/c2nc(C)c(Cc3ccccc3)c(=O)[nH]2)c1	-13%[57.1 µM]	-3%	u	16%	-28%	0%
COC(=O)N1C(=O)[C@@](Cc2ccccc2)(c2ccccc2)N1C(=O)OC	3.5µM*	-15%	12	-5%	22%	-3%
COc1cc(/C=N/N(C)C)ccc1OC(=O)c1ccco1	-1%	u	5	-6%	11%	-4%
Cc1ccc(-n2cnc3cc(NCc4cccs4)ccc32)cc1	2%	-3%	0	u	-25%	-21%
O=C(NC1CC2CCCC(C1)N2C(=S)Nc1ccccc1Cl)C1CC1 (configuration not stated)	-1%	3%	6	3%	6%	x
Cc1ccc(S(=O)(=O)C2C(=O)N(C)C3(C)CC2c2ccccc2O3)cc1C (configuration not stated)	-9%	-7%	-30	-2%[2.32 µM]	22%	-4%
CS(=O)(=O)Nc1cccc(C2=NN(C(=O)CCC(=O)O)C(c3cccs3)C2)c1 (configuration not stated)	-4%	-1%	-16	10%	19%	-5%
CCOC(=O)/C(C#N)=C/Nc1ccccc1NS(=O)(=O)c1ccc(C)c(C)c1	-1%	-3%	0	42%[activator]	18%	0%
O=C(CCc1ccccc1)N1CCCN(C(=O)CCc2ccccc2)CC1	-16%	-8%	-2	2%	6%	1%
CCOC(=O)CNC(=O)CSc1nc(Cc2cccs2)nc2ccccc12	9%	-6%	-28	10%	5%	1%
CC1Cc2ccccc2N1C(=O)CSc1nccc(=O)[nH]1 (configuration not stated)	0%	3%	-39	-2%	6%	-7%
COc1ccc(-c2cc3nc(C)c(CCC(=O)NC(C)c4ccccc4)c(C)n3n2)c(OC)c1 (configuration not stated)	-11%	1%	-19	x	x	x
Cc1cc(C)cc(NC(=O)CCC(=O)Nc2nnc(C(F)(F)F)s2)c1	-5%	1%	16	-9%	-3%	10%
COc1ccccc1N(C)S(=O)(=O)c1ccc(C(=O)Nc2nc(C)c(C(C)=O)s2)cc1	-1%	4%	-1	-5%	2%	x
CCCc1ccc(C(=O)N2CCN(c3ccccc3OCC)CC2)cc1	-20%	4%	-1	-1%	u	5%
CN1CCN(CCN2CCn3c2nc2ccccc23)CC1	13%	2%	48	-1%	5%	-12%
Carrying on:
SMILES	Sm TGR inh	AmpC inh detg	HCMV antiviral	AMA1 RON2 block	HCV inhibitor	Giardia FBPA inh
O=S(=O)(Nc1cc(Cl)ccn1)c1ccc(Cl)cc1	-6%	-6%	11	7%	7%	13%
Cc1ccc(C)c(NC(=O)CSc2c3c(nc4ccc(Cl)cc24)CCCC3)c1	1%	0%	-74*	x	x	x
CC(Nc1ccc(Br)cc1)C(=O)N/N=C/c1ccccc1OCc1ccccc1 (configuration not stated)	4%	2%	9	0%	-8%	-9%
CCOC(=O)c1cnc(SCC(=O)Nc2sc(C)c(C)c2C#N)nc1N	-10%	u	-64*	5%	-10%	8%
CN1/C(=C\C(=O)c2ccccc2Cl)c2ccccc2CC1(C)C	-1%	-2%	-2	u	9%	0%
CCC(C)NC(=O)c1cc2cc(S(=O)(=O)N3CCCCC3)ccc2n1C (configuration not stated)	-2%	-6%	-9	x	x	x
O=c1c2cn[nH]c2[nH]c(=S)n1-c1cccc2ccccc12	-7%	-14%	18	28%	9%	-25%
COC(=O)c1ccc(CSc2ncnc3c2nnn3-c2ccc(F)cc2)o1	1%	-1%	15	0%	u	15%
CCN(C[C@H]1N[C@@](C)(C(=O)OC)[C@H]2C(=O)N(Cc3ccccc3)C(=O)[C@@H]12)C(=O)c1ccc(C)cc1	x	x	-14	8%	-2%[8.37 µM]	x
Cc1ccc(C(=O)NCC(=O)NCC(=O)OCC(=O)c2ccc(Br)cc2)cc1	-6%	-4%	28	-17%	36%[activator]	6%
CC(=O)Oc1ccc(C(=O)Cc2ccc3ccccc3n2)c(O)c1C	3%	u	4	-6%	u	6%
CCn1c(=O)cc(OCC(=O)Nc2ccc(OC)c(OC)c2)c2ccccc21	3%	u	4	3%	3%	5%
COc1ccc(S(N)(=O)=O)cc1C(=O)N(C)CC(=O)Nc1ccc(N2CCOCC2)cc1	6%	-2%	-34	6%	21%	2%
O=C(CSc1nnc(SCc2cccc3ccccc23)s1)N/N=C/C=C/c1ccccc1[N+](=O)[O-]	2%	-2%	-15	14%[2.32 µM]	-7%	6%
COCC(=O)N(CCc1ccc(OC)c(OC)c1)Cc1cc2cc(C)ccc2nc1Cl	-1%	-4%	u	7%	u	-2%
Cc1nnc(SCC(=O)N2CCCc3ccccc32)[nH]c1=O	-5%	-5%	x	-3%	-6%	7%
CCCCCCOC(=O)Cc1c(C)nc(N)[nH]c1=O	8%	-8%	4	1%	3%	12%
Cc1cccc(CCN(C(=O)c2snc(C(N)=O)c2N)C(C(=O)NCC2CCCO2)c2ccc(F)cc2)c1 (configuration not stated)	-8%	-13%	20	1%	-2%	17%
CC(C)CN(CC(C)C)S(=O)(=O)N1CCC(C(=O)NCCc2ccc(Cl)cc2)CC1	-2%	1%	-12	19%	u	8%
Cc1ccc(S(=O)(=O)c2nnn3c2nc(N2CCC(C(N)=O)CC2)c2ccccc23)cc1C	-4%	-3%	30	-1%	1%	2%
O=C(O)c1ccc(NC(=O)c2cn(-c3ccccc3)nc2-c2cccc(Cl)c2)cc1	0%	-16%	5	-7%	11%	-3%
CSCCC1NC(=O)N(CC(=O)N2N=C(c3ccc(Cl)cc3)CC2c2ccco2)C1=O (configuration not stated)	-21%	7%	2	-19%	-4%	-4%
COCCN1CCN(C(=O)c2cc(COc3cc(C)ccc3C)on2)CC1	-26%	-11%	x	-9%	1%	-15%
CCOC(=O)C1=C(C)NC(=O)NC1c1cccc(OC)c1OCc1ccccc1Cl (configuration not stated)	13%	-15%	-9	0%	15%	0%
CCOCCCN1C(=O)c2[nH]nc(-c3ccccc3O)c2C1c1ccc(CC)cc1 (configuration not stated)	-3%	-7%	-15	x	x	x

Brought forward from above: six compounds; new compounds follow.
SMILES	Sm TGR inh	AmpC inh detg	HCMV antiviral	AMA1 RON2 block	HCV inhibitor	Giardia FBPA inh
Cc1ccc(S(=O)(=O)c2nnn3c2nc(N2CCC(C(N)=O)CC2)c2ccccc23)cc1C	-4%	-3%	30	-1%	1%	2%
O=C(O)c1ccc(NC(=O)c2cn(-c3ccccc3)nc2-c2cccc(Cl)c2)cc1	0%	-16%	5	-7%	11%	-3%
CSCCC1NC(=O)N(CC(=O)N2N=C(c3ccc(Cl)cc3)CC2c2ccco2)C1=O (configuration not stated)	-21%	7%	2	-19%	-4%	-4%
COCCN1CCN(C(=O)c2cc(COc3cc(C)ccc3C)on2)CC1	-26%	-11%	x	-9%	1%	-15%
CCOC(=O)C1=C(C)NC(=O)NC1c1cccc(OC)c1OCc1ccccc1Cl (configuration not stated)	13%	-15%	-9	0%	15%	0%
CCOCCCN1C(=O)c2[nH]nc(-c3ccccc3O)c2C1c1ccc(CC)cc1 (configuration not stated)	-3%	-7%	-15	x	x	x
O=C(NC1CCN(c2ncccn2)CC1)c1ccccc1F	-6%	-8%	23	0%	12%	3%
COC(=O)C1=C2SC(C)C(=O)N2C(N)=C(C#N)C1c1cc(OC)c(OC)c(OC)c1 (configuration not stated)	3%	-11%	14	34%[activator]	5%	-18%
COc1ccc2c(c1OC)C(=O)OC2Nc1ccc(S(=O)(=O)N=C(N)N)cc1 (configuration not stated)	11%	-3%	-27	3%	6%	-3%
O=C(Nc1ccc(Cl)cn1)Nc1ccccc1F	0%	-14%	18	-3%	u	3%
COc1ccc(-c2ccc(=O)n(CC(=O)Nc3ccc4c(c3)OCCO4)n2)cc1	-4%	-2%	-12	-6%	-5%	1%
COC(=O)c1ccc(N2CCN(C)CC2)c([N+](=O)[O-])c1	14%	2%	-31	15%	0%	0%
COc1ccc(C(Nc2cc(C)ccn2)c2ccc3ccc(C)nc3c2O)cc1 (configuration not stated)	0.4µM*	-2%	-16	48%[activator]	u	3%
CCc1ccc(C(=O)Nc2ccc(OC)c(S(=O)(=O)N3CCOCC3)c2)cc1	13%	4%	-89*	1%	8.9µM*	1%
CCCCn1c(=NC(=O)c2cccnc2)c(C(=O)OCC)cc2c(=O)n3ccccc3nc21	-20%	u	-28	-2%	u	2%
CC(C)(C)C(=O)N/C(N)=N/c1nc2ccccc2o1	5%	2%	u	65%[activator]	u	-25%
O=C(O)c1cc(S(=O)(=O)Nc2ccc(OCc3ccccc3)cc2)ccc1Br	-4%	-4%	-17	-10%	-12%	18%
O=C(CSCC(=O)Nc1ccccc1)N/N=C/c1c(O)ccc2ccccc12	-13%	3%	-104*	28%	10µM*	-24%
COc1cc(/C=C/C(=O)OCC(=O)N2CCN(S(=O)(=O)c3ccc(C)cc3C)CC2)cc(Cl)c1OC	4%	-17%	-25	7%	-2%	x
O=C(CCc1nnc2ccc(N3CCC4(CC3)OCCO4)nn12)Nc1ccc(F)cc1	9%	2%	0	13%	12%	9%
COc1cc2c(cc1OC)CN(C(=O)COc1ccccc1[N+](=O)[O-])CC2	-12%	-7%	6	-2%	-23%	2%
Cc1ccccc1C(=O)Nc1c(C)nc2ccccn2c1=O	2%	-4%	-26	x	x	x
CCOC(=O)N1CCN(S(=O)(=O)c2ccc([N+](=O)[O-])cc2)CC1	-3%	u	3	-8%	-8%	2%
Cc1ccc(C)c(N(CC(=O)NC2CCCC2)C(=O)c2oc(C(C)(C)C)cc2C)c1	0%	3%	-67*	-9%	u	12%
CCc1n[nH]c(=O)c2cc3cc(OC)ccc3n12	18%	1%	26	13%	-21%	12%
Fc1ccccc1/C=C/c1ccc2ccccc2n1	-13%	u	-10	39%[activator]	-14%	-7%
CCN(CCCNC(=O)CSc1cc(=O)n(C)c2cc(Cl)ccc12)c1ccccc1	-1%	5%	16	x	x	x
CCOc1ccc(-c2c(C)nn3c(C)c(C(=O)NCCc4ccc(C)cc4)cnc23)cc1OCC	4%	23%	-10	x	x	x
CCCC(C)n1[nH]c(=O)cc1N (configuration not stated)	-10%	u	-1	2%	11%	4%
O=C1Nc2ccccc2/C1=C/C(=O)c1cccs1	-33%	-3%	-95*	-29%	u	-18%

Source: PubChem BioAssay
